12-LOX inh: ALOX12 (human) lipoxygenase inhibition | P18054 | purified 12hLO, xylenol orange hydroperoxide absorbance | Potency, µM (highest dose often 108 µM), for inactives: at the top dose activity change, negative = inhibition, usual class: inhibitors | hit rate 1.1% among 580,000; also: % is scaled to controls: 0 for no effect and ±100 for the full control effect
Target sequence (P18054 whole entry, looked up): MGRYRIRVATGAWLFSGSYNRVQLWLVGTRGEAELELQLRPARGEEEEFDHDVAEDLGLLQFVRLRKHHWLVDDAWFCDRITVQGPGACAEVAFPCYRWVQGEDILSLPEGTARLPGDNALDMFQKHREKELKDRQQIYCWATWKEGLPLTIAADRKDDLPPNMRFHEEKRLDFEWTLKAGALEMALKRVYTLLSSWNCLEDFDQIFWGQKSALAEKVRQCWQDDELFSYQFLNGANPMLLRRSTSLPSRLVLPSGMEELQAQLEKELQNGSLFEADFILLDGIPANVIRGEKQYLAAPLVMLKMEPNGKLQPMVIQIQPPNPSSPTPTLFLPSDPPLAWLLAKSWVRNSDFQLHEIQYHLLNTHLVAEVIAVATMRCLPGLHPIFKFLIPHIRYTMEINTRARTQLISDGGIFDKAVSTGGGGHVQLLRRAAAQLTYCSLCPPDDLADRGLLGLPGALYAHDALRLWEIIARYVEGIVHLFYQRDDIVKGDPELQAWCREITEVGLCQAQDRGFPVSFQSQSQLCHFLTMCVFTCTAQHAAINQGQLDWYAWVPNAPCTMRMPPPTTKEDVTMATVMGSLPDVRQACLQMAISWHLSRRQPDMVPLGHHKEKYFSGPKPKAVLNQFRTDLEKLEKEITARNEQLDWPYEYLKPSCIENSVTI
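Purified human 12hLO (150 nM final) in 25 mM Hepes, 0.01% Triton X-100, pH 7.0 was preincubated 15 min at room temperature with compound. Then 40 uM arachidonic acid was added, 30 min. Hydroperoxide was read by Fe-XO absorbance ratio 573/405 nm.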
HP1b binding inh: HP1-beta chromodomain-methylated histone interaction inhibition; P83916; hit rate 0.56% among 390,000; Potency, µM (top dose mostly 114 µM), for inactives: at the highest dose activity change, negative = inhibition, most hits filed as inhibitors; AlphaScreen HP1-beta / biotin-H3K9me3 peptide binding; also: nearly all actives have a fitted effect of over 70% in size; inactives centre near 23
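AlphaScreen: HP1-beta (50 nM) preformed 30 min with biotin-H3(1-18)K9me3 peptide (50 nM) in PBS pH 7.4, 0.01% Tween-20. Compound added for 30 min at RT, then streptavidin donor/nickel chelate acceptor beads (10 ug/mL) for 30 min.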
Pin1 inhibitor: inhibitors of human Pin1. Q13526. Pin1 FP peptide displacement, HiFluor488, 10 min. Potency, µM (top dose mostly 115 µM), inactives show at the highest dose activity, negative = inhibition, hits mostly inhibitors. hit rate 0.009% among 390,000. AID 504891; active = well fitted inhibition curve with a large enough effect in the polarisation, with a control signal flat, not every such curve was filed as active; inconclusive = small, poorly fitted or top-dose-only effect, or effect the other way, or a change in a side signal; inactive = no such curve, though single readings can be large or run the other way; the % refers to the polarisation; also: % is scaled to controls: 0 for no effect and ±100 for the full control effect
Target sequence (Q13526 whole entry, looked up): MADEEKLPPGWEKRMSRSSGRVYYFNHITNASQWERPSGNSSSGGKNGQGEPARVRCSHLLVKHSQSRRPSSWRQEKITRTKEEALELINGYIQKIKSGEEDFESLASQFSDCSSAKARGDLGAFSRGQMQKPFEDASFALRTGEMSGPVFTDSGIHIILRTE
GLS inhibitor: blocks human kidney-isoform glutaminase activity. GLS enzymatic activity, qHTS titration. O94925. Potency, µM (top dose mostly 45.5 µM), without a hit: top-dose activity change, negative = inhibition, actives largely listed as inhibitors. hit rate 0.21% among 410,000; also: % is scaled to controls: 0 for no effect and ±100 for the full control effect
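Enzyme dispensed in phosphate buffer (45 mM, pH 8.2, 0.02% Tween-20), compounds pinned in, then 1 mM L-glutamine solution and the glutamate oxidase–HRP–Amplex Red mix added; fluorescence read immediately and again after 30 min at room temperature.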
JMJD2A Tudor inh: JMJD2A Tudor domain (human) inhibition | AlphaScreen JMJD2A-Tudor / H3K4me3 peptide binding | Potency, µM (top dose mostly 114 µM), without a hit: top-dose activity change, negative = inhibition, hits mostly inhibitors | hit rate 4.4% among 390,000 | AID 504339; also: % is scaled to controls: 0 for no effect and ±100 for the full control effect; nearly all actives have a fitted effect of over 50% in size
Tb PGK inh: blocks T. brucei phosphoglycerate kinase; Potency, µM (top dose mostly 57.5 µM), for the others: at the highest dose activity change, negative = inhibition, hits mostly inhibitors; AID 602233; PGK/GAPDH coupled, Kinase-Glo luminescence, 60 min; P07378; hit rate 0.043% among 380,000; also: % is scaled to controls: 0 for no effect and ±100 for the full control effect; nearly all actives have a fitted effect of over 60% in size
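Recombinant glycosomal PGK reaction used 1,3-bisphosphoglycerate generated in-well by GAPDH (100nM final) in 100mM TEA pH 7.6, 5mM MgCl2, 0.01% Tween-20. After 60 minutes at room temperature, ATP was read by Kinase-Glo Plus luminescence end-point.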
TrxR1 inh: blocks rat thioredoxin reductase 1; O89049; hit rate 1% among 390,000; recombinant rTrxR1, NADPH fluorescence consumption, selenite substrate; AID 588453; Potency, µM (highest dose often 114 µM), without a hit: at the top dose activity change, negative = inhibition, hits mostly inhibitors; also: % is scaled to controls: 0 for no effect and ±100 for the full control effect; nearly all actives have a fitted effect of over 65% in size
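Rat TrxR1 (90 nM in the dispensed reagent) was pre-reduced with 400 uM NADPH for 5 min at room temperature, then incubated with compound for 15 min. After 400 uM selenite was added, NADPH fluorescence (Ex 340/Em 450 nm) was followed for 8 min.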
RGS4 inh: inhibitors of human regulator of G protein signaling 4; P49798; Transcreener GDP fluorescence polarization, RGS4-accelerated GTP hydrolysis; Potency, µM (top dose mostly 114 µM), for the others: top-dose activity change, negative = inhibition, usual class: inhibitors; hit rate 0.039% among 390,000; also: % is scaled to controls: 0 for no effect and ±100 for the full control effect; nearly all actives have a fitted effect of over 75% in size; some results filed as inactive show a strong effect at the top dose
Target sequence (P49798 whole entry, looked up): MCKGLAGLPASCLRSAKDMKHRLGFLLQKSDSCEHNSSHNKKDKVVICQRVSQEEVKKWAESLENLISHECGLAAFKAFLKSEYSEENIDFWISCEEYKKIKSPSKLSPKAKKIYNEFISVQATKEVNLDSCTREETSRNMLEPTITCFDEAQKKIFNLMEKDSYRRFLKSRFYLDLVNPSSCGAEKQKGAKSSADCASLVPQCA
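MLSMR compounds (23 nl, pin-transferred) preincubated 10 min at room temperature with a 500nM (2x) first reagent, then RGS4 at 900nM (2x) plus Transcreener GDP mix added; fluorescence polarization (620/688 nm) read before and after 90 min at 30 °C.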
ERG-DNA inh: ERG Ets/DNA interaction inhibition. P11308. fluorescence polarization, His-ERG Ets domain / labelled DNA. Potency, µM (highest dose often 76.9 µM), inactives show at the top dose FP activity, negative = inhibition, actives largely listed as inhibitors. hit rate 0.028% among 370,000; active = well fitted inhibition curve with a large enough effect in the polarisation, with a control signal flat; inconclusive = small, poorly fitted or top-dose-only effect, or effect the other way, or a change in a side signal; inactive = no such curve, though single readings can be large or run the other way; the % refers to the polarisation;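 also: polarization taken with two DNA probes labelled with fluorescein and Texas red; % of control where 0% means no effect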
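His-tagged ERG Ets domain (1 uM in the protein solution; 300mM KCl, 50mM Tris-HCl, 1mM EDTA, 1mM DTT, pH 7.5) received compound, then a probe mix of 5 nM fluorescein-DNA and 100nM Texas-615-DNA. Fluorescence polarization was read for both dyes.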
Active calls of the source: *; [ ] = dose if it differs, or a comment. Unless noted, calls follow the shape of the dose curve; as a rule, active = well fitted curve in the direction sought with a large enough effect; inconclusive = small, poorly fitted or top-dose-only effect, or another doubt; inactive = no such curve, though single readings can be large; an effect the other way counts as inactive or inconclusive. Potency is read from the fitted curve at half-maximal effect. Some of the compounds tested. The share of hits here may be higher or lower than overall.

Screening CCc1nc(C)cn1S(=O)(=O)c1ccc(Cl)c(Cl)c1Cl returned 12-LOX inh -9%, HP1b binding inh 11%, Pin1 inhibitor 0%, GLS inhibitor 14%, JMJD2A Tudor inh 6%[57.1 µM], Tb PGK inh -6%, TrxR1 inh 15%[57.1 µM], RGS4 inh 10%[11.4 µM] and ERG-DNA inh -4%.
COc1ccc(C(=O)NC2CCc3ccccc32)cc1OC1CCN(C(C)C)CC1 (stereo unspecified) was read as 12-LOX inh 1%, HP1b binding inh 37%, Pin1 inhibitor -3%, GLS inhibitor -1%, JMJD2A Tudor inh 0%, Tb PGK inh 0%, TrxR1 inh -13%, RGS4 inh 3% and ERG-DNA inh -1%.
COc1cc(/C=C/C(=O)O)cc(S(=O)(=O)Nc2ccccc2Oc2ccccc2)c1OC was read as 12-LOX inh 5%, HP1b binding inh 23%, Pin1 inhibitor -7%, GLS inhibitor -8%, JMJD2A Tudor inh -8%, Tb PGK inh inactive, TrxR1 inh 32%, RGS4 inh 12% and ERG-DNA inh -6%.
For CN(C(=O)c1cccc(NC(=O)Cc2ccc(NC(=O)C3CCN(C(=O)C4CC4)CC3)cc2)c1)C1CCCCC1 the results were 12-LOX inh 0%, HP1b binding inh 55%[activator], Pin1 inhibitor 0%, GLS inhibitor -4%, JMJD2A Tudor inh -11%, Tb PGK inh -5%, TrxR1 inh -8%, RGS4 inh -10% and ERG-DNA inh -9%.
For O=C(Nc1ccc(O)cc1C(=O)O)c1ccc(NC(=O)c2ccco2)cc1 the results were 12-LOX inh 66%[activator], HP1b binding inh 18%, Pin1 inhibitor 1%, GLS inhibitor -1%, JMJD2A Tudor inh -25%, Tb PGK inh -4%, TrxR1 inh 5%, RGS4 inh -3% and ERG-DNA inh -12%.
CC(=O)N1CC(=O)N=C1SCC(=O)Nc1nc(-c2ccccc2)c(-c2ccccc2)s1 was read as 12-LOX inh -12%, HP1b binding inh -18%, Pin1 inhibitor 4%, GLS inhibitor 13%, JMJD2A Tudor inh inconclusive, Tb PGK inh 1%, TrxR1 inh 9%, RGS4 inh 17% and ERG-DNA inh 3%.
CC1CCN(CCC(=O)Nc2ccc(F)c(F)c2)CC1 was read as 12-LOX inh inconclusive, HP1b binding inh 29%, Pin1 inhibitor -8%, GLS inhibitor 0%, JMJD2A Tudor inh -6%, Tb PGK inh -6%, TrxR1 inh 22%, RGS4 inh 14% and ERG-DNA inh 8%.
`O=C(CSc1nc(=O)n(Cc2ccco2)c2c1CCC2)NCc1ccccc1Cl` gave 12-LOX inh inconclusive, HP1b binding inh 10%, Pin1 inhibitor -5%, GLS inhibitor 2%, JMJD2A Tudor inh -10%, Tb PGK inh -1%, TrxR1 inh 12%[57.1 µM], RGS4 inh 8% and ERG-DNA inh 0%.
For O=C(NC1CCCCC1)c1ccc2c(c1)N(Cc1ccccc1Cl)C(=O)c1ccccc1S2 the results were 12-LOX inh -9%, HP1b binding inh 26%, Pin1 inhibitor 2%, GLS inhibitor -9%, JMJD2A Tudor inh -15%, Tb PGK inh 5%, TrxR1 inh 23%[57.1 µM], RGS4 inh -38% and ERG-DNA inh -4%.
O=C(C[n+]1ccc(/C=C/c2ccccc2)cc1)c1ccc2c(c1)OCCO2 was read as 12-LOX inh inconclusive, HP1b binding inh 23%, Pin1 inhibitor 25%, GLS inhibitor 5%, JMJD2A Tudor inh -29%, Tb PGK inh -11%, TrxR1 inh -21%, RGS4 inh -32% and ERG-DNA inh 18%.
Cc1nc(CSc2nnc(Nc3cccc(C)c3C)s2)cs1 was read as 12-LOX inh -27%, HP1b binding inh 12%, Pin1 inhibitor 0%, GLS inhibitor 9%, JMJD2A Tudor inh -17%, Tb PGK inh -7%, TrxR1 inh 0%, RGS4 inh 14% and ERG-DNA inh -12%.
For CCn1c(SC(C)C(=O)NC2CCCc3ccccc32)nnc1-c1cccs1 (stereo unspecified) the results were 12-LOX inh 23%, HP1b binding inh 9%, Pin1 inhibitor 0%, GLS inhibitor 9%, JMJD2A Tudor inh -1%, Tb PGK inh -9%, TrxR1 inh 16%, RGS4 inh 16% and ERG-DNA inh 7%.
Screening CC(C)CCNC(=O)C1CCC(=O)N1C(C)C (stereo unspecified) returned 12-LOX inh 9%, HP1b binding inh 21%, Pin1 inhibitor -12%, GLS inhibitor -1%, JMJD2A Tudor inh -11%, Tb PGK inh -2%, TrxR1 inh 2%, RGS4 inh 27% and ERG-DNA inh -4%.
O=C(Cn1nc(C(=O)O)c2ccccc2c1=O)NCCC1=CCCCC1 was read as 12-LOX inh 383%[activator], HP1b binding inh 12%, Pin1 inhibitor -1%, GLS inhibitor 5%, JMJD2A Tudor inh -12%, Tb PGK inh -2%, TrxR1 inh 4%, RGS4 inh 27% and ERG-DNA inh 6%.
Screening CCCOc1ccc(C(=O)O/N=C(\CC)c2ccc(C)cc2)cc1 returned 12-LOX inh 1%, HP1b binding inh 128%[activator], Pin1 inhibitor 0%, GLS inhibitor 0%, JMJD2A Tudor inh 57%[activator], Tb PGK inh -5%, TrxR1 inh -3%, RGS4 inh 6% and ERG-DNA inh 4%.
COc1ccc(NC(=O)CSc2ncnc3c2cnn3Cc2ccccc2)cc1 was read as 12-LOX inh 15%, HP1b binding inh 21%, Pin1 inhibitor 7%, GLS inhibitor 1%, JMJD2A Tudor inh -10%, Tb PGK inh 0%, TrxR1 inh -17%, RGS4 inh -10% and ERG-DNA inh -5%.
Screening O=C(CCCSc1nc(-c2ccco2)cc(C(F)(F)F)n1)NCC1CCCO1 (stereo unspecified) returned 12-LOX inh 134%[activator], HP1b binding inh 11%, Pin1 inhibitor 1%, GLS inhibitor -4%, JMJD2A Tudor inh -21%, Tb PGK inh -2%, TrxR1 inh -13%, RGS4 inh -8% and ERG-DNA inh 1%.
Cc1cc(C)c(Nc2cc(S(=O)(=O)O)c(N)c3c2C(=O)c2ccccc2C3=O)c(C)c1 was read as 12-LOX inh inconclusive, HP1b binding inh inconclusive, GLS inhibitor 16%, JMJD2A Tudor inh 7.9µM*, Tb PGK inh inconclusive, TrxR1 inh -19%, RGS4 inh inconclusive and ERG-DNA inh 3%.
`CCCC(=O)Nc1c(-c2cccs2)c(=O)c2ccccc2n1C` gave 12-LOX inh -4%, HP1b binding inh 36%, Pin1 inhibitor 3%, GLS inhibitor -7%, JMJD2A Tudor inh 2%, Tb PGK inh -2%, TrxR1 inh 3%, RGS4 inh -9% and ERG-DNA inh 4%.
`COc1ccccc1NC1=C(C)C(=O)CC1` gave 12-LOX inh 141%[activator], HP1b binding inh -8%, Pin1 inhibitor -4%, GLS inhibitor 15%, JMJD2A Tudor inh 1%[57.1 µM], Tb PGK inh -2%, TrxR1 inh 8%[57.1 µM], RGS4 inh -8%[11.4 µM] and ERG-DNA inh -1%.
COc1ccc2c(CC(=O)Nc3ccc(OC)c(NS(=O)(=O)c4ccc(F)cc4)c3)coc2c1 was read as 12-LOX inh inconclusive, HP1b binding inh -8%, Pin1 inhibitor 9%, GLS inhibitor 9%, JMJD2A Tudor inh -25%, Tb PGK inh -6%, TrxR1 inh 9%, RGS4 inh -23% and ERG-DNA inh -4%.
O=C(CSc1n[nH]c(=O)[nH]c1=O)c1ccccc1[N+](=O)[O-] was read as 12-LOX inh 0%, HP1b binding inh -10%, Pin1 inhibitor -14%, GLS inhibitor -2%, JMJD2A Tudor inh -10%[11.4 µM], Tb PGK inh -8%, TrxR1 inh 4%, RGS4 inh -13%[11.4 µM] and ERG-DNA inh -16%.
`Clc1ccc(Oc2nc3ccccc3n3cccc23)cc1` gave 12-LOX inh -32%, HP1b binding inh 16%, Pin1 inhibitor 1%, GLS inhibitor 7%, JMJD2A Tudor inh 10%, Tb PGK inh 2%, TrxR1 inh -4%, RGS4 inh 13% and ERG-DNA inh -7%.
CCc1nc(SCC(=O)c2ccc(Cl)s2)c2oc3ccccc3c2n1 was read as HP1b binding inh 23%, Pin1 inhibitor inconclusive, GLS inhibitor -3%, JMJD2A Tudor inh 13%, Tb PGK inh 3%, TrxR1 inh 10%, RGS4 inh 10% and ERG-DNA inh 6%.
`COc1ccc2nc(Nc3ccccc3)sc2c1` gave 12-LOX inh inconclusive, HP1b binding inh 13%, Pin1 inhibitor -3%, GLS inhibitor -16%, JMJD2A Tudor inh -26%, Tb PGK inh -6%, TrxR1 inh 3%[57.1 µM], RGS4 inh -3% and ERG-DNA inh 1%.
`COc1ccc(CSc2nnc(C)n2N)cc1[N+](=O)[O-]` gave 12-LOX inh 21%, HP1b binding inh 12%, Pin1 inhibitor -4%, GLS inhibitor 1%, JMJD2A Tudor inh -3%, Tb PGK inh 4%, TrxR1 inh 3%[57.1 µM], RGS4 inh 6% and ERG-DNA inh -4%.
CC(C)Cc1nnc(NC(=O)CSc2nc(O)c(-c3ccccc3)c(=O)[nH]2)s1 was read as 12-LOX inh -6%, HP1b binding inh 28%, Pin1 inhibitor 0%, GLS inhibitor -14%, JMJD2A Tudor inh -6%, Tb PGK inh -7%, TrxR1 inh -17%[57.1 µM], RGS4 inh 6% and ERG-DNA inh 3%.

Bioassay records deposited in PubChem BioAssay by National Center for Advancing Translational Sciences (NCATS).
